Growth percent in the NCI-60 one-dose screen (48 h, 10 µM unless noted): 100 = growth as untreated, 0 = no growth, -100 = all killed.
NCI-H460: NCI-H460 lung cancer; AID 1794736; actives 6.8% (n = 82,000)
COLO 205: COLO 205 colon cancer | actives 7.3% (n = 79,000)
HCT-15: HCT-15 colon cancer | AID 1794746 | actives 5.2% (n = 82,000)
NCI-H226: NCI-H226 lung cancer; actives 3.5% (n = 79,000)
NCI-H322M: NCI-H322M lung cancer; actives 2.7% (n = 80,000); AID 1794733
NCI/ADR-RES: NCI/ADR-RES ovarian cells; actives 4.4% (n = 81,000); AID 1794790
NCI-H522: NCI-H522 lung cancer | AID 1794739 | actives 8% (n = 78,000)
NCI-H23: NCI-H23 lung cancer; actives 4% (n = 80,000); AID 1794731
HCT-116: HCT-116 colon cancer | actives 7.3% (n = 82,000)
The depositor's hits bear a star; nt = no result given; & = joins results of further samples; ! = not confirmed by another sample; [ ] = dose if it differs, or a comment. How the source made its calls: active means growth percent below 10; inactive means the rest. Compounds as they come. About 13% of those tested had a hit in this group.

SMILES	NCI-H460	COLO 205	HCT-15	NCI-H226	NCI-H322M	NCI/ADR-RES	NCI-H522	NCI-H23	HCT-116
COc1ccc(-c2n[nH]nc2-c2cc(OC)c3c(c2OC)OCO3)cc1	11	13	36	75	nt	2.1*	-13*	46	26
O=C(/C=C/c1ccccc1)c1cccs1	109&93	120&112	96&95	103	106	100&100	94&74	105&94	57&74
Cc1cc(C)nc(NS(=O)(=O)c2ccc(Nc3nc(-c4cccnc4)cs3)cc2)n1	99	87	104	103	100	113	100	95	99
O=C1Nc2ccccc2C(c2c[nH]c3ccccc23)N1 (stereo not given)	107	104	103	86	93	101	94	91	101
CC1Cc2cccc3ccc(=O)n(c23)C1 (stereo not given)	102	103	105	85	106	108	101	111	101
O=C(Nc1ccc2[nH]ncc2c1)c1ccccc1-n1cnnn1	109	106	108	80	96	97	nt	92	87
CC(C)CCNC(=O)CCn1ccc2ccc(Br)cc2c1=O	103	108	101	74	89	nt	105	nt	93
S=c1[nH]c2ccccc2[nH]c1=S	100&87	111&126	107&96	94&100	97&79	103&92	98&103	95&93	109&97
CC(=O)[C@H]1CC[C@H]2[C@@H]3C=CC4=CC(=O)CC[C@@]4(C)[C@@H]3CC[C@]12C	nt	115	96	100	104	110	97	105	93
O=Cc1ccc(O)c(Cl)c1	104	104	99	109	94	110	95	98	104
CC(C)[C@@H]1C=C2CC[C@H]3[C@](C)(CN)CCC[C@]3(C)[C@H]2CC1	-70*	-90*	45	99	-6.1*	106	87	95	31
O=C(O)CNc1ccc(S(=O)(=O)c2ccc(NCC(=O)O)cc2)cc1	103	113	97	92	101	110	94	110	91
CCCCCc1cc(Cl)ccc1OCC(=O)O	104	108	99	94	101	102	102	95	105
c1ccc(CN2COc3cc4c(cc3C2)OCN(Cc2ccccc2)C4)cc1	107	100	100	105	97	107	73	107	97
COc1cc(-c2nc(SC(C)C)nc(Nc3ccccc3C)c2C#N)cc(OC)c1OC	107	117	102	nt	106	109	nt	105	114
[O-][n+]1onc(N/N=C/c2ccc(Br)s2)c1-c1ccccc1	110	115	103	102	106	110	105	102	106
COc1cc2ncnc(Nc3ccc(F)c(Cl)c3)c2cc1OCC(=O)N1CCN(c2ccccc2)CC1	96	112	91	92	34	81	80	88	68
CC(N)C(=O)OC(C)(C)Cc1ccc(Cl)cc1 (stereo not given)	112	95	101	108	82	104	84	96	95
CNc1ccc(N)cc1	106	141	109	96	103	88	87	103	107
C=C(C)[C@@H]1CC[C@]2(C(=O)N3CCN(C)CC3)CC[C@]3(C)[C@H](CC[C@@H]4[C@@]5(C)CC[C@H](O)C(C)(C)[C@@H]5CC[C@]43C)[C@@H]12	-69*	-69*	-84*	129	10	-43*	-90*	-14*	-98*
c1ccc2c([C@@H]3CCCC[C@H](c4c[nH]c5ccccc45)c4c3[nH]c3ccccc43)c[nH]c2c1	14	42	55	72	64	56	76	51	42
N#Cc1nc(C#N)c(Sc2ccccc2)c(Sc2ccccc2)c1Sc1ccccc1	-45*	-88*	-54*	3.0*	24	20	-67*	-42*	-31*
CC(=O)NCC(=O)N1[C@@H]2CC[C@H]1c1ccc(Nc3ncc(C(F)(F)F)c(NC4CCC4)n3)cc12	16[2.5 µM]	-23*[2.5 µM]	27[2.5 µM]	43[2.5 µM]	14[2.5 µM]	60[2.5 µM]	46[2.5 µM]	28[2.5 µM]	13[2.5 µM]
O=C(NCc1ccccc1)C(c1ccc(OCCBr)cc1)N(C(=O)CCc1ccc(O)cc1)C1CC1 (stereo not given)	96	95	88	71	90	89	66	90	87
CCN(CC)Cc1cc([N+](=O)[O-])ccc1O	119	106	102	103	115	107	89	102	111
Fc1cc(-c2nn3c(-c4cc(F)c(Cl)cc4Cl)nnc3s2)c(Cl)cc1Cl	104	107	98	103	89	110	94	81	79
O=C(Nc1ccc(Cl)cc1)c1ccc2c(c1)NC(=O)[C@@H]1CCCN21	96	105	90	76	85	97	62	81	93
O=C(O)c1ccccc1C(=O)Nc1cccc([N+](=O)[O-])c1	181	148	102	108	98	115	100	107	94
Cc1ccc(-c2n[nH]c(=O)c3nc(NC(=S)Nc4ccc(Cl)cc4)sc23)cc1	101	116	97	80	93	87	91	84	97
O=C1c2cc(Br)ccc2-c2ccc(Br)c3cccc1c23	111	81	104	94	97	103	97	84	95
O=C(NC(=S)Nc1cccc(Cn2c(=O)[nH]c3ccc(Oc4ncccn4)cc3c2=O)c1)c1ccccc1	74	86	81	78	88	75	63	52	56
CCOc1cc(/C=C/C(=O)CC(=O)/C=C/c2ccc(OC(=O)CNCCN(CC)CC)c(OCC)c2)ccc1OC(=O)CNCCN(CC)CC	-27*	-51*	-59*	-41*	-0.9*	16	nt	-36*	-85*
Cc1cc(C(C)(C)C)cc(O)c1O	104	113	103	101	100	102	84	102	97
N=C1C=C(N)C(=O)c2ccccc21	-68*	-94*	-75*	-63*	-88*	-76*	-67*	-82*	-99*
O=C(c1cccs1)c1cccs1	107	99	103	97	106	103	87	100	96
COc1ccc(C(=O)c2cc(C)c(OC)c(C)c2)c(OC)c1N(C(=O)C(Cl)Cl)C(=O)C(Cl)Cl	2.0*	-35*	7.0*	16	42	-1.2*	11	22	4.9*
CCOC(=O)C(CBr)CBr	108	123	99	109	98	117	90	114	105
COC(=O)c1cc(OC)cc(OC)c1	101	114	107	104	109	106	87	98	100
C=CCOc1cccc(/C=C2\SC(=S)N(C3CC(=O)N(c4ccc(Br)cc4)C3=O)C2=O)c1 (stereo not given)	104	126	97	101	102	100	101	nt	100
NS(=O)(=O)c1ccc(C(=O)N2N=C(c3ccccc3)CC2c2ccc(F)cc2)cc1 (stereo not given)	97	103	98	96	96	98	92	96	95

An excerpt from further up, for reference:
SMILES	NCI-H460	COLO 205	HCT-15	NCI-H226	NCI-H322M	NCI/ADR-RES	NCI-H522	NCI-H23	HCT-116
O=C(NC(=S)Nc1cccc(Cn2c(=O)[nH]c3ccc(Oc4ncccn4)cc3c2=O)c1)c1ccccc1	74	86	81	78	88	75	63	52	56
CCOc1cc(/C=C/C(=O)CC(=O)/C=C/c2ccc(OC(=O)CNCCN(CC)CC)c(OCC)c2)ccc1OC(=O)CNCCN(CC)CC	-27*	-51*	-59*	-41*	-0.9*	16	nt	-36*	-85*
Cc1cc(C(C)(C)C)cc(O)c1O	104	113	103	101	100	102	84	102	97
N=C1C=C(N)C(=O)c2ccccc21	-68*	-94*	-75*	-63*	-88*	-76*	-67*	-82*	-99*

The list goes on.
SMILES	NCI-H460	COLO 205	HCT-15	NCI-H226	NCI-H322M	NCI/ADR-RES	NCI-H522	NCI-H23	HCT-116
Nc1nc(=S)c2ncn(C3OC(CO)C(O)C3O)c2[nH]1 (stereo not given)	9.3*!	12&155	9.4*!	36&113	64&128	30&106	-12*!	26&102	17&107
COc1ccc(NC(=O)CSc2nnc(-c3ccc4nc(-c5ccc(OC)c(OC)c5)[nH]c4c3)o2)cc1	94	110	102	98	94	101	87	96	96
CC(C)OC(=O)Nc1c(C(C)C)cccc1C(C)C	105	109	102	95	114	109	108	100	104
Nc1[nH]nc(Nc2ccccc2)c1-c1nc2ccccc2s1	5.9*	64	11	57	38	30	-45*	24	3.7*
O=S(=O)(Cl)c1ccccc1Cl	116	115	103	112	114	111	88	107	103
O=C1Nc2cc(-c3ccc(NS(=O)(=O)c4ccc(F)c(Cl)c4)cc3)ccc2/C1=C/c1ccc[nH]1	-11*	35	14	37	26	30	6.9*	-26*	12
O=C(Cc1ccc(C(O)CC(=O)c2ccccc2O)cc1)Nc1ccccc1 (stereo not given)	98	98	84	72	94	89	76	78	97
COC(=O)/C=C(/C(=O)OC)c1c[nH]c2ccccc12	102	104	101	94	110	105	80	101	94
O=C(O)CCCn1c(SCc2c(Cl)cccc2Cl)nc2ccsc2c1=O	10	3.8*	31	43	48	4.6*	-3.7*	34	19
O=c1c2ccccc2nc(COc2ccccc2)n1NS(=O)(=O)c1ccccc1	100	109	103	92	97	98	92	88	97

4 compounds from above with just NCI/ADR-RES, COLO 205 and NCI-H23.
compound | NCI/ADR-RES | COLO 205 | NCI-H23
CC(C)OC(=O)Nc1c(C(C)C)cccc1C(C)C | 109 | 109 | 100
Nc1[nH]nc(Nc2ccccc2)c1-c1nc2ccccc2s1 | 30 | 64 | 24
O=S(=O)(Cl)c1ccccc1Cl | 111 | 115 | 107
O=C1Nc2cc(-c3ccc(NS(=O)(=O)c4ccc(F)c(Cl)c4)cc3)ccc2/C1=C/c1ccc[nH]1 | 30 | 35 | -26*

Carrying on.
SMILES	NCI-H460	COLO 205	HCT-15	NCI-H226	NCI-H322M	NCI/ADR-RES	NCI-H522	NCI-H23	HCT-116
Nc1ccc(S(=O)(=O)c2ccc(NC(=O)c3ccc(-n4c(=O)[nH]c5ccccc5c4=O)cc3)cc2)cc1	110	117	111	114	112	101	102	106	104
COc1ccccc1N1C(=O)/C(=C/C2=Cc3ccccc3OC2)SC1=S	102	109	65	103	93	109	90	98	85
Cc1ccc2c(Cn3cc(COc4ccc5c(c4)NC(=O)CC5)nn3)cc(=O)oc2c1	101	118	95	83	98	93	78	nt	105
C[C@@H](Oc1cc(-c2cnn(C3CC4(CCCNC4)C3)c2)cnc1N)c1c(Cl)ccc(F)c1Cl (stereo not given in full)	0.5*	-31*	16	59	59	46	24	nt	-12*
O=C(O)CCCC1(C(=O)O)CCCC1	111	100	105	103	124	114	nt	103	111
CCCCSc1nc(Nc2ccc(C(C)=O)cc2)c(C#N)c(-c2ccccc2)n1	109	142	83	46	94	74	83	67	36
COc1ccc2cc(-c3nc4ccccc4[nH]3)c(Cl)nc2c1OC	97	98	95	88	nt	97	95	91	102
CCOC(=O)c1cn2c3c(cc(C)cc3c1=O)C(=O)/C(=C/c1ccc(C(F)(F)F)cc1)C2	103	102	106	89	95	106	72	107	90
CCCSc1nnc(-c2c(C)nc3sccn23)o1	98	118	66	67	74	83	99	91	96
C=C(C)[C@@H]1CC[C@]2(C(=O)OC)CC[C@]3(C)[C@H](CC[C@@H]4[C@@]5(C)C/C(=C/c6ccc(Cl)cc6)C(=O)C(C)(C)[C@@H]5CC[C@]43C)[C@@H]12	102	122	92	96	102	100	91	94	102
CCCCCC(CCC)COC(=O)c1ccc(C)cc1 (stereo not given)	113	106	100	95	103	103	90	97	98
O=C(O)CC(C(=O)O)=C(c1ccccc1)c1ccccc1	104	107	98	106	nt	107	86	nt	104
Cc1cc2nc3c4cc(Cl)ccc4n(CCN(C)C)c3nc2cc1C	1.4*	-50*	-25*	10	9.5*	14	20	11	-13*
Cc1cc(C)c(Br)c(C)c1C	108	104	106	107	98	101	66	99	100
COc1cc(C2=Nc3c(N)nc(N)nc3NC(c3sc(Cl)nc3Cl)C2)cc(OC)c1OC (stereo not given)	88	79	70	70	77	nt	66	95	74
Cc1ccc(S(=O)(=O)NCCCNc2cc(-c3cn(C(C)(C)C)nc3-c3cccc(O)c3)ccn2)cc1	30	8.5*	17	55	88	72	53	77	52
Cc1ccc(NC(=O)Nc2ncccc2OCc2ccccc2)cc1	100	103	100	88	104	101	83	87	87
CCCCc1oc2ccccc2c1C(=O)c1ccc(O)cc1	84	118	82	93	85	76	67	-5.5*	83
CN1CCN(CCOc2ccc(-c3cnc4c(-c5cccc(F)c5F)cnn4c3)cc2)CC1	-56*	88	-8.6*	98	96	8.9*	89	36	-65*
CCOC(=O)C1=C(C)NC(=O)NC1c1ccc(OCC(=O)O)cc1 (stereo not given)	102	114	99	99	100	106	99	96	84
CN1CCC=C(C(=O)O)C1	106	117	95	102	89	109	103	103	92
Cc1cc2c(cc1C)Nc1sc(NC(=O)CN3CCN(C)CC3)nc1C(=O)N2	101	112	101	105	105	103	86	102	101
Cc1ccc(C2=NN3C(C2)c2ccccc2OC3c2ccc(/C=C3\SC(=S)N(C)C3=O)cc2)cc1 (stereo not given)	100	103	103	97	99	103	88	99	99
CN(C)C1(C2c3ccccc3-c3ccccc32)c2ccccc2-c2ccccc21	96	113	93	91	96	94	97	99	91
O=C(c1ccc(O)c(Br)c1)N1Cc2ccccc2C1	106	103	100	106	80	100	90	102	100
COc1ccc(C(=S)N2CCN(c3ccc(C)cc3)CC2)cc1	105	106	95	98	106	100	83	111	104
CC(C)C(=O)/C=C/c1ccccc1	105	106	94	98	109	112	97	104	110
Fc1ccc(-c2nc(CSc3nc4ccccc4s3)no2)cc1	104	97	97	102	92	97	76	99	96
CC(C)c1c(C(=O)Nc2ccccc2)c(-c2ccccc2)c(-c2ccc(F)cc2)n1CC[C@@H]1CC=CC(=O)O1	5.2*	-50*	-43*	40	59	-1.9*	-33*	1.1*	-62*
N#C/C(=C\c1ccc(-c2ccccc2Cl)o1)C(=O)c1c[nH]c2ccccc12	101	109	96	87	98	104	88	94	101
NC1CCC(Nc2nc(NCc3ccc(-c4cccs4)nc3)c3ncn(C4CCCC4)c3n2)CC1 (stereo not given)	3.3*	-51*	0.3*	-9.2*	19	38	-53*	-34*	0.7*
CC[C@H](C)[C@@H]1NC(=O)[C@@H]([C@@H](C)CC)NC(=O)CC(=O)[C@H](C)[C@H](/C=C(\C)C[C@@H](C)C/C(C)=C/c2cnco2)OC1=O	108	110	99	86	98	99	94	97	99
COc1cc(C2C(C#N)=C(N)OC3=C2C(=O)c2ccccc2C3=O)cc(OC)c1OC (stereo not given)	9.6*	89	20	nt	48	70	-19*	31	19
O=C(O)c1cc(-c2ccccc2)nc2ccc(Cl)cc12	102	109	81	96	76	102	57	95	91
CCOC(=O)c1ccc2c(c1)nc(NC(=O)c1ccc(Cl)cc1)n2CCCOC(C)C	43	77	55	78	72	68	77	78	61
COc1ccccc1/C=N/N=C(\C)c1nnn(-c2ccc([N+](=O)[O-])cc2)c1C	106	109	102	99	101	103	92	103	103

Compound activity: PubChem BioAssay, NCI
